# Source: PubChem
# Hsp90 Hop PPI: qHTS Assay for Disrupters of an Hsp90 Co-Chaperone Interaction. Hsp90 C-terminal peptide / TPR2A (Hop) interaction, human. AlphaScreen TPR2A-His6 binding biotin-Hsp90 C-terminal peptide. Potency, µM (top dose mostly 57 µM), inactives show at the highest dose activity change, negative = inhibition. 0.44% of 71,000 active; active = well fitted curve in either direction with a large enough effect; inconclusive = small, poorly fitted or top-dose-only effect, or another doubt; note: potency is the fitted concentration of half-maximal effect; % is set by controls: 0 for no effect and ±100 for the full control effect; many of its hits are not listed in these tables
# CRE-bla Fsk: Cell signaling CRE-BLA (Fsk stim). CHO CRE-bla reporter (cAMP response element driving beta-lactamase), forskolin EC10, beta-lactamase ratio. Potency, µM (series often up to 38.2 µM), for the others: at the highest dose activity change, negative = inhibition, hits mostly activators. 2.5% of 71,000 active. AID 662, 2007; active = well fitted activation curve with a large enough effect in the signal ratio, with a control signal flat, not every such curve was filed as active; inconclusive = small, poorly fitted or top-dose-only effect, or effect the other way, or a change in a side signal; the % refers to the signal ratio; note: potency is the fitted concentration of half-maximal effect; % of control where 0% means no effect
#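 CRE-bla CHO cells stimulated with EC10 NKH 477 (water-soluble forskolin) and compound titrations, 3 h at 37C; beta-lactamase read with CCF4 after 2 h at room temperature. Activity from 460/530 nm emission ratio, AC50 values for positive or negative modulation.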
# UbGFP stabilizer: Ubiquitin-GFP Assay; Ubiquitin-GFP reporter cells, proteasome inhibition, GFP fluorescence; response scale: untreated = 0%, 10 µM MG-132 = 100%; Potency, µM (series often up to 45.9 µM), for inactives: top-dose activation (GFP accumulation), actives largely listed as activators; 67,000 tested, under 10 active; AID 526, 2006; active = well fitted activation curve with a large enough effect, not every such curve was filed as active; inconclusive = small, poorly fitted or top-dose-only effect, or another doubt; inactive = no such curve, though single readings can be large or run the other way; note: potency is the fitted concentration of half-maximal effect
#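 U2OS Ub(G76V)-GFP reporter; O/N plating, 0.5% FBS; cpd 46 uM–2.9 nM, 4 h, 37 °C; GFP+ cell count, 488/515 nm; norm. to basal vs 10 uM MG-132; CRC fit.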
# USP2a inh: qHTS Assay for Inhibitors of Ubiquitin-specific Protease USP2a. 0.1% of 60,000 active. AID 927, 2007. Potency, µM (highest dose often 38.3 µM), for inactives: top-dose activity change, negative = inhibition, hits mostly inhibitors. USP2a enzymatic assay, qHTS inhibition. Ubiquitin carboxyl-terminal hydrolase 2 (Homo sapiens), O75604;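 note: potency is the fitted concentration of half-maximal effect; nearly all actives have a fitted effect of over 60% in size; plate controls were DMSO for no effect and NEM full inhibition control for full effect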
#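 USP2 core (20nM final) preincubated 30 min RT with compound, then Ub-PLA2 20nM and NBD C6-HPC 20uM final added; buffer 20mM Tris-HCl pH 8.0, 2mM CaCl2. Fluorescence Ex 460/Em 535 read at 0 and 2.5 h; normalized to NEM.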
# HADH2 inh: qHTS Assay for Inhibitors of HADH2 (Hydroxyacyl-Coenzyme A Dehydrogenase, Type II). 3-hydroxyacyl-CoA dehydrogenase type-2 (Homo sapiens), Q99714. recombinant HADH2, NADH fluorescence, beta-hydroxybutyryl-CoA. Potency, µM (doses to about 57.1 µM), inactives show at the top dose activity change, negative = inhibition, usual class: inhibitors. 3.4% of 73,000 active. AID 886, 2007; note: potency is the fitted concentration of half-maximal effect; % is set by controls: 0 for no effect and ±100 for the full control effect; nearly all actives have a fitted effect of over 60% in size; many of its hits are not listed in these tables
#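 Buffer 100 mM Tris-HCl pH 9.0/0.01% Tween-20; HADH2 20 nM; NAD+ 1 mM; beta-hydroxybutyryl-CoA 90 uM (all final). 15 min cpd preincubation, RT.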
# BRCT inh red: qHTS Assay for Inhibitors of BRCT-Phosphoprotein Interaction (Red Fluorophore); Breast cancer type 1 susceptibility protein (Homo sapiens), P38398; 0.03% of 75,000 active; AID 892, 2007; Potency, µM (titrated, usually from 76.9 µM), without a hit: at the top dose activity change, negative = inhibition, usual class: inhibitors; BRCT-phosphopeptide binding, red fluorescence polarization; note: % is set by controls: 0 for no effect and ±100 for the full control effect
# Target sequence (P38398 whole entry, looked up): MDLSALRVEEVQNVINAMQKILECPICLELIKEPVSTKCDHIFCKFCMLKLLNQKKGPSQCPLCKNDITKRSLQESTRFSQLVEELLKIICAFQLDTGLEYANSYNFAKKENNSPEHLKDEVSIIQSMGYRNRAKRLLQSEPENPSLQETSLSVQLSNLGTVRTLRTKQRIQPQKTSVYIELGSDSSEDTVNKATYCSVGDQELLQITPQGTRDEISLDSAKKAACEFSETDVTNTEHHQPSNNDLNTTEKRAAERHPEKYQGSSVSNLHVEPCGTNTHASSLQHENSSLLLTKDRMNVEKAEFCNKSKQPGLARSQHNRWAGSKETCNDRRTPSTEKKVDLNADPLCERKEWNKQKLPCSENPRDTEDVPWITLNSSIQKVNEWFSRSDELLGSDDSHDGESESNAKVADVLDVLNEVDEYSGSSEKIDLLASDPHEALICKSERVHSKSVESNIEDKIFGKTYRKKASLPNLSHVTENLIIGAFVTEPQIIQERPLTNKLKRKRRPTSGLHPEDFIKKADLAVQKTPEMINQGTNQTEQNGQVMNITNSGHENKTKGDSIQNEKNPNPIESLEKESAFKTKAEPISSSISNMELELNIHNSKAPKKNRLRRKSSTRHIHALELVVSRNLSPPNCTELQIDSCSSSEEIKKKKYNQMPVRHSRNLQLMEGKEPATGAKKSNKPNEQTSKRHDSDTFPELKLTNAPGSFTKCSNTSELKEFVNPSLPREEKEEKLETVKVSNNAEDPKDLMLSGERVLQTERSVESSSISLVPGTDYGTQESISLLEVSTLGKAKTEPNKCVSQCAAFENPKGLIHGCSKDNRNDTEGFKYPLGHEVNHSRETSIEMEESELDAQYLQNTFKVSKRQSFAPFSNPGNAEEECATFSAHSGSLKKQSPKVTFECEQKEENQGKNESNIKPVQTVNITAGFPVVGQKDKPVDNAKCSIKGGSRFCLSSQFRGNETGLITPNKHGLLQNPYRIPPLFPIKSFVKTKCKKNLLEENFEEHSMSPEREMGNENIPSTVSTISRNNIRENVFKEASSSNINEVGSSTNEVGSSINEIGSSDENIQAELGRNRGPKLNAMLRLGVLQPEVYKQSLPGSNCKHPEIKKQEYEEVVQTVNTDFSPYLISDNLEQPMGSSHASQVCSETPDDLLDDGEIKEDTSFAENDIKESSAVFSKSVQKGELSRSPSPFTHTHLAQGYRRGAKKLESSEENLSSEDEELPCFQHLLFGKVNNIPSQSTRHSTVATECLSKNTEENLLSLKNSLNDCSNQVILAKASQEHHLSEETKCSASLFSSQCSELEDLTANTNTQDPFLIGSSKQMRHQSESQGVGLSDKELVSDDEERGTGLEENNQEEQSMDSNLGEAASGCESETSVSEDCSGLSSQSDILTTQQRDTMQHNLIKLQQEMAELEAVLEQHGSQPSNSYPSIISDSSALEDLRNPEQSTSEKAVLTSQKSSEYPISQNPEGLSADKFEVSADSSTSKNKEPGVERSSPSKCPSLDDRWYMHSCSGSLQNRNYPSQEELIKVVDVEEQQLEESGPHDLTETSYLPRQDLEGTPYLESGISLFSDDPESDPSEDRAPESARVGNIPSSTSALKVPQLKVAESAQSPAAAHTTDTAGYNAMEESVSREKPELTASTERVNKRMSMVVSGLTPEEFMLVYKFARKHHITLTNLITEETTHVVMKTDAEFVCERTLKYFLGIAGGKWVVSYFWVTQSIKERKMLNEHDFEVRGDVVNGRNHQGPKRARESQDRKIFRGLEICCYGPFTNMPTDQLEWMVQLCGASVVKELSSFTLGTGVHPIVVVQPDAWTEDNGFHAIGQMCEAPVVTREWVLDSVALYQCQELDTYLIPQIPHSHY
#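 Rhodamine-labelled pBACH1 10-mer (100 nM) bound to BRCT domain (100 nM) at pH 7.3; compounds incubated 12 min room temperature, polarization read. Free peptide defines full inhibition; unlabelled decapeptide titrated as control.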
# Pol III holo inh: qHTS Assay for Inhibitors of DNA Polymerase III Holoenzyme System; reconstituted DNA polymerase III holoenzyme replication, biochemical; Potency, µM (highest dose often 57.1 µM), inactives show top-dose activity change, negative = inhibition; 0.25% of 71,000 active; AID 603, 2007; note: potency is the fitted concentration of half-maximal effect; % is set by controls: 0 for no effect and ±100 for the full control effect
#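 Reconstituted *E. coli* holoenzyme (0.35 nM Pol III, 1 nM beta, 154 nM SSB, 2 nM primase) was preincubated with compound for 15 min at RT. Synthesis on 1.4 nM ssM13Gori ran 35 min, then was stopped with PicoGreen/EDTA and read as dsDNA fluorescence.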
# GFP derepression: qHTS Assay for Epigenetic Modulators | 0.09% of 68,000 active | mouse C127i GFP locus derepression, cytometry, 30 h | Potency, µM (series often up to 46.1 µM), for inactives: at the highest dose GFP derepression (activation); note: % of control where 0% means no effect
#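 Murine C127i mammary cells carrying a silenced, stably integrated CMV-driven GFP reporter were treated with compound for 30 hours at 37 C. After PBS washes, GFP-positive cells were counted by laser-scanning microplate cytometry.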
# ALOX15 inhib: qHTS Assay for Inhibitors of 15-hLO (15-human lipoxygenase); Potency, µM (doses to about 57.1 µM), for the others: at the top dose activity change, negative = inhibition, actives largely listed as inhibitors; 1.4% of 74,000 active; purified 15hLO-1, xylenol orange hydroperoxide absorbance; note: potency is the fitted concentration of half-maximal effect; % is set by controls: 0 for no effect and ±100 for the full control effect; nearly all actives have a fitted effect of over 55% in size
#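 Purified human 15hLO-1 (40 nM) in 25 mM Hepes pH 7.5, 0.01% Triton X-100, preincubated 15 min RT with compound, then 50 uM arachidonic acid for 6 min. Hydroperoxide read by ferrous/xylenol orange, 30 min; 573/405 nm absorbance ratio gave progress.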
# BRCT PPI green: qHTS Assay for Inhibitors of BRCT-Phosphoprotein Interaction (Green Fluorophore); Breast cancer type 1 susceptibility protein (Homo sapiens), P38398; BRCA1 BRCT-phosphopeptide binding, green fluorescence polarization; Potency, µM (series often up to 76.9 µM), for inactives: at the highest dose activity change, negative = inhibition, hits mostly inhibitors; 0.05% of 75,000 active; AID 875, 2007;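 note: potency is the fitted concentration of half-maximal effect; plate controls were peptide without protein for full effect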
#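 Compounds were incubated for 12 min at room temperature with a complex of 100 nM fluorescein-tagged pBACH1 decapeptide and 250 nM His-tagged BRCT protein. Buffer was phosphate pH 7.3 with EDTA, DTT and Tween 20. Disruption of binding lowers the polarization signal.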
# HBB splicing: qHTS Assay for Modulators of Hemoglobin Beta Chain Splicing | HBB splicing reporter cell assay, activation; EGFP reporter with mutant IVS2-654 intron; response scale: normalised to 500 nM splice-correcting PNA | Potency, µM (top dose mostly 46.1 µM), for the others: at the top dose activation, actives largely listed as activators | 0.06% of 65,000 active | AID 925, 2007; note: potency is the fitted concentration of half-maximal effect; 0% is about no effect
#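 Compounds were applied for 2 days to HeLa EGFP-654 cells, 500/well in Optimem with 2% FCS. The reporter's EGFP is disrupted by mis-splicing of beta-globin intron IVS2-654. Readout: summed well GFP fluorescence from 488 nm laser scanning; reference was 500 nM antisense […] 654 PNA.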
# * hit, by the source's call; ? = inconclusive; · = no result given; & = joins results of further samples; [ ] = dose if it differs, or a comment. Unless noted, calls come from the whole dose curve; as a rule, active = well fitted curve in the direction sought with a large enough effect; inconclusive = small, poorly fitted or top-dose-only effect, or another doubt; inactive = no such curve, though single readings can be large; an effect the other way counts as inactive or inconclusive. Not all compounds are listed. The share of hits here may be higher or lower than overall.
SMILES,Hsp90 Hop PPI,CRE-bla Fsk,UbGFP stabilizer,USP2a inh,HADH2 inh,BRCT inh red,Pol III holo inh,GFP derepression,ALOX15 inhib,BRCT PPI green,HBB splicing
CCn1c(Cn2nnc(-c3ccccc3)n2)nnc1SCC(=O)N1CCOCC1,-0.5%,1.4%,-7.9%,6.4%,9.3%,-0.1%,4.1%,4.2%,12.4%,-1.2%,-0.1%
CCOc1ccc(NC(=O)Nc2cc(C)on2)cc1,3.3%,-4.4%,3.5%,-10.3%,?,1.0%,5.8%,1.6%,12.2%,-1.8%,1.5%
COc1ccccc1N1CCN(S(=O)(=O)c2cccc(F)c2)CC1,1.8%,4.2%,8.8%,3.0%,6.6%,0.2%,-3.0%,-5.3%,1.8%,-2.0%,0.4%
CCOC(=O)N1CCC(Nc2ncnc3c2cnn3-c2ccc(C)cc2C)CC1,0.6%,?,20.7%,·,-5.3%,1.0%,0.5%,·,-1.0%,10.1%,0.1%
CCn1cc(Br)c(C(=O)N2CCN(c3ccccc3)CC2)n1,-1.5%,-1.9%,0.0%,3.8%,-1.6%,1.5%,-3.8%,3.8%,-5.6%,-1.1%,-0.2%
CCOC(=O)c1csc(NC(=O)C2CCCCC2)n1,-4.2%,-8.4%,-8.5%,·,2.5%,-1.8%,-11.0%,·,-0.9%,0.2%,0.1%
COc1ccc(Cl)c(NC(=O)Cn2nnc(-c3ccccc3N)n2)c1,-4.7%,15.9%,-2.4%,18.8%,10.3%,-1.0%,-2.6%,1.0%,-9.4%,-1.0%,·
Cc1ccc(S(=O)(=O)Cn2nnnc2C(c2ccc(F)cc2)N2CCCCC2)cc1 (configuration not stated),3.0%,-4.0%,-2.2%,91.8%[activator],4.0%,-0.7%,4.1%,0.0%,-15.8%,-6.3%,·
C#CC(C)(C)NC(=O)CSc1nc2c(c(=O)n(C)c(=O)n2C)n1CCCC,-1.2%,19.8%,3.3%,·,-7.6%,0.2%,-3.9%,·,-6.4%,1.9%,0.0%
Cc1c(C(=O)O)oc2ccc(S(=O)(=O)NCc3ccccc3)cc12,-1.2%,3.2%,1.7%,21.4%,-2.1%,-0.2%,-5.1%,-2.6%,3.0%,-0.9%,2.3%[57.5 µM]
O=C(NCCN1CCCCCC1)c1ccc(N2CCCC2=O)cc1,-5.0%,-26.5%,-1.6%,1.5%,6.5%,0.6%,-13.7%,-2.8%,0.2%,0.0%,-0.9%
CC1(C)CC(=O)c2c(O)cc(O)cc2O1,-6.9%,9.7%,0.0%,-0.8%,-13.4%,0.9%,-2.9%,0.0%,-2.8%,-0.7%,-1.8%
CC(C)CO/N=C1/C[C@@H](O)[C@@H](O)[C@@H]2[C@@H]3C(=O)N(C[C@@H]4CCCO4)C(=O)[C@H]3CC[C@@H]12,·,·,·,·,6.6%[11.4 µM],-0.4%[15.4 µM],·,·,9.8%[11.4 µM],-0.3%[15.4 µM],0.0%[9.22 µM]
OCCNCCO,0.0%,-10.4%,·,·,30.0%[activator],-1.2%,1.1%,·,0.7%,-0.1%,0.6%
COC(=O)Cc1c(C)c2ccc(OCC(=O)NCc3ccc4c(c3)OCO4)cc2oc1=O,-4.3%,3.9%,4.0%,17.8%,?,-0.8%,-2.7%,5.2%,0.6%,0.3%,0.5%
CCN1CCN(C(c2cccs2)C(C)NC(=O)c2ccccc2OC)CC1 (configuration not stated),1.7%,-3.3%,28.6%,·,-1.0%,-0.9%,-7.4%,·,3.4%,0.1%,-0.4%
CCn1c(CNc2ccc(F)cc2)nnc1SCCN1CCCCC1,-0.1%,-11.6%,-5.0%,5.8%,11.2%,-2.1%,4.4%,-3.2%,10.6%,-1.4%,-0.2%[57.5 µM]
CNc1nc(SCc2ccccc2)nc(N2CCOCC2)n1,1.0%,?,-1.5%,-1.1%,-1.5%,-0.5%,6.2%,-3.2%,-6.8%,-0.4%,-0.4%
COc1cc(-c2nc(S(=O)(=O)c3ccc(C)cc3)c(N3CCOCC3)o2)cc(OC)c1OC,-1.6%,1µM*,-1.0%,19.4%,14.6%,-0.5%,-3.2%,0.0%,-9.7%,-1.7%,-1.1%
O=c1cc(-c2ccccc2O)oc2c(O)c(O)ccc12,-21.9%,6.5%,-3.9%,·,0.316µM*,-0.6%,0.501µM*,-2.3%[9.22 µM],?,-2.0%,·
CCn1nnnc1SCC(=O)NCc1cccs1,50.1%,0.9%,2.4%,1.7%,19.3%,-2.3%,0.5%,0.0%,0.9%,-1.8%,·
O=c1oc2c(CN3CCCCC3)c(O)ccc2cc1-c1nc2ccccc2[nH]1,8.3%,?,·,79.5%[activator],84.8%[activator],0.1%,56.1%,-0.5%,-6.4%,?,2.5%[0.369 µM]
O=C(CSc1ncnc2ccccc12)NCc1ccco1,-0.2%,-23.8%,-2.0%,7.2%,-13.4%,-1.7%,?,3.8%,1.0%,-0.8%,0.1%[57.5 µM]
CCOc1c(C)cc(-c2ncccc2O)cc1C,2.9%,5.1%,-0.1%,0.8%,25.1µM*,-0.8%,-3.3%,0.0%,0.0%,0.2%,·
COc1cc(OC)cc(C(C(=O)NCc2ccccc2)N(Cc2ccco2)C(=O)c2ccno2)c1 (configuration not stated),-5.0%,?,-1.4%,50.2%[activator],6.0%,0.2%,-0.2%,3.8%,1.1%,6.8%,·
O=C(O)c1cc(=O)c2ccccc2[nH]1,-0.3%&-6.6%,?,0.0%&6.6%,-6.5%,?,3.0%,-3.4%&-5.1%,-1.4%&-1.7%,-3.4%,-2.2%,1.7%
Cc1ccn2cc(CCNC(=O)c3ccc(Br)o3)nc2c1,-3.2%,?,-2.8%,·,4.1%,1.6%,-3.0%,·,8.1%,-1.5%,0.5%
Cc1occc1C(=O)Nc1ccc(S(=O)(=O)N2CCCC2)cc1,-6.3%,9.6%,-0.6%,2.2%,-1.6%,-0.8%,-4.8%,9.7%,-2.1%,-2.2%,7.0%
O=C(CSc1ccccc1)Nc1ccc(S(=O)(=O)NCC2CCCO2)cc1 (configuration not stated),-3.3%,-5.6%,-8.8%,5.4%,?,-0.3%,0.6%,-2.7%,-6.8%,-1.1%,0.0%
CCNCCCNCCCCNCCCNCC,3.1%,?,0.4%,·,-3.8%,0.3%,-1.3%,-1.1%,15.7%[25.6 µM],0.3%,·
O=C(NCc1ccc(Cl)cc1)C1CCCN(S(=O)(=O)c2cnc[nH]2)C1 (configuration not stated),-1.5%[2.3 µM],0.1%,-1.6%,·,-15.9%,-1.2%,0.9%,·,6.1%,0.4%,-1.0%
O=C1CC2CS(=O)(=O)CC2N1c1ccc(Oc2ccccc2)cc1 (configuration not stated),-4.9%,-4.3%,-14.0%,11.4%,1.3%,1.0%,-7.7%,5.5%,?,-0.9%,0.2%
Cc1nc(SCC(=O)NCC2CCCO2)c2oc3ccccc3c2n1 (configuration not stated),-4.4%,10µM*,1.7%,6.1%,-18.0%,-0.7%,-3.4%,0.0%,10.2%,0.7%,-1.9%[0.369 µM]
CCOc1ccc(OCC)c(NC(=O)CCCN2C(=O)c3cccnc3C2=O)c1,-6.6%,3.4%,-0.6%,7.3%,-4.6%,-0.2%,0.8%,4.1%,19.2%,-1.2%,0.0%
Cc1nc(NC2CCCCC2)c2nc(-c3ccccc3)n(CCCN3CCOCC3)c2n1,-11.1%,10µM*,7.3%,·,-132.0%,0.1%,-1.2%,·,31.6µM*,-2.1%,-1.8%
